# hcGAS lum – human cGAS inhibition | inhibition, % at 12.5 µM | Q8N884 | actives 0.081% (n = 290,000) | recombinant h-cGAS, ATP depletion, Kinase-Glo luminescence | AID 1259398;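 also: 0% = vehicle reaction and 100% = reaction without DNA for no activity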
# Target sequence (Q8N884 whole entry, looked up): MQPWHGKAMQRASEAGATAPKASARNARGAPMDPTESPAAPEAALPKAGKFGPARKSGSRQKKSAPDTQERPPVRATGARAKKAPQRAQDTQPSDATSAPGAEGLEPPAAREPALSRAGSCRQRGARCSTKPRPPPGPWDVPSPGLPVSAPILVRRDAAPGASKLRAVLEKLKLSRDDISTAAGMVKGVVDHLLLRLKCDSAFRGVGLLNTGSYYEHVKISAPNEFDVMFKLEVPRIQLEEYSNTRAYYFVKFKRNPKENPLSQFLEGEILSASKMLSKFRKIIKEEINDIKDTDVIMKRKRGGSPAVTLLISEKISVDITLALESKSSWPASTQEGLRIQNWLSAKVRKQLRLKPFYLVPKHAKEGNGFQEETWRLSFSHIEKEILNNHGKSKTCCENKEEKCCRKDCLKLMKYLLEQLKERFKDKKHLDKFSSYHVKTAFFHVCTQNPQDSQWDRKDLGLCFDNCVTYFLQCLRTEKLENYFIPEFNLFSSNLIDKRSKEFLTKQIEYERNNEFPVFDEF
# NPYLR7 ag – mosquito NPYLR7 agonism | HEK293T NPYLR7/Galpha15, GCaMP6s calcium fluorescence | activation, % at 10 µM | actives 0.15% (n = 270,000) | AID 1259423; in the data active = activation above about 40%;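 also: 0% = vehicle and 100% = reference agonist at the receptor; some compounds past the cut are filed as inactive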
# mcGAS inh – inhibitors of mouse cGAS; actives 0.15% (n = 160,000); Q8C6L5; recombinant cGAS, Kinase-Glo ATP depletion luminescence; inhibition, % at 12.5 µM; AID 1259399;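 also: 0% = negative control wells and 100% = reference inhibitor with no enzyme activity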
# Numbers without * were called inactive; . = not tested or not shown; & = joins results of further samples. Rule as the data show it, unless noted: active = inhibition above about 40%; inactive = the rest.
compound	hcGAS lum	mcGAS inh	NPYLR7 ag
CCOC(=O)c1cc(-c2cccc(NC(=O)c3csc4ccccc34)c2)n(-c2ccc(OC)cc2)n1	-3	-6	27
O=C(CNC(=O)c1ccccn1)N=Nc1c(O)[nH]c2ccc([N+](=O)[O-])cc12	-3	-5	-8
Cc1ccc(-c2cc(C(=O)Nc3ccccc3C(C)C)c3ccccc3n2)s1	-7	-8	-1
COCCN(CCCN(C)C)C(=O)Nc1cccc(Cl)c1OC	-5	.	-2
CN(C)S(=O)(=O)NCc1cccnc1Oc1ccc(F)c(F)c1	-8	.	19
Cc1c(C=NNc2ncnc3sc4c(c23)CCCC4)cc(C#N)n1C	2	.	4
C=Cc1c(C)c2cc3[nH]c(cc4nc(cc5nc(cc1[nH]2)C(C)=C5CCC(=O)O)C(CCC(=O)O)=C4C)c(C)c3C=C	13&16&21	1	-4&-6&-1
CCN(Cc1cnn(C)c1)C(=O)c1cc(COc2ccc3c(c2)CCCC3)on1	-7	-2	-1

compound	hcGAS lum	mcGAS inh	NPYLR7 ag
Cn1cccc1C(=O)Nc1nn(Cc2ccc(COc3ccc4c(c3)OCO4)cc2)c2ccc(C(F)(F)F)cc12	-3	-4	12
O=C(O)c1ccccc1Sc1ccc(S(=O)(=O)N2CCCC2)cc1[N+](=O)[O-]	-2	.	-5
CN1CCC2(CC1)N=C(c1ccc(F)cc1)C(=S)N2C(=O)c1ccccc1	-6	0	-1
CCOC(=O)c1[nH]ncc1CN1CCc2ccc(NC(=O)C3CCCO3)cc2C1 (stereo unspecified)	-6	.	13
COc1ccc(F)cc1C(=O)C1CCCN(Cc2ccc3nsnc3c2)C1 (stereo unspecified)	-1	-2	10
CCCCC1C=CCN1C(=O)c1ccnc(C(C)C)n1 (stereo unspecified)	-8	.	22
CCC(NC(=O)COc1ccccc1F)c1nc(C)cs1 (stereo unspecified)	11	.	2
Cn1[nH]c(-c2ccncc2)c(C(=O)COc2ccc3c(c2)CCC3)c1=O	-2	.	-3

compound	hcGAS lum	mcGAS inh	NPYLR7 ag
COc1cc(OC)cc(-c2nn(-c3ccc(C)cc3C)c(OC(C)=O)c2-c2ccc(NC(=O)c3ccc(C(F)(F)F)cc3)cc2)c1	-7	-4	-3
COc1ccc(S(=O)(=O)N2CCc3ccccc3C2)cc1N1CCN(C(=O)c2cc3ccccc3s2)CC1	2	2	6
CC(C)COC(=NC(C)c1ccccc1)NC(=O)c1cccc(C(F)(F)F)c1 (stereo unspecified)	7	-6	20
CCOC(=O)CCCCCN1C(=O)c2cccc3cccc(c23)C1=O	-1	.	5
CC(C)(C)c1nnnn1CC(O)COc1ccc(Br)cc1 (stereo unspecified)	-7	.	7
OCc1ccccc1	-1	.	-2
CCOC(=O)N1CCN(C(=O)CCc2cc3c(n2-c2ccc(F)cc2Cl)-c2ccccc2CO3)CC1	-7	-11	2
CN1CCC(Cc2noc(CCN3CCCCCC3=O)n2)CC1	-5	.	37

compound	hcGAS lum	mcGAS inh	NPYLR7 ag
O=C(/C=C/c1ccccc1)N(Cc1cccnc1)c1nc2ccc(F)cc2s1	-3	-7	-9
CC(=O)N1CCc2c(sc(NC(=O)c3ccco3)c2-c2nc3ccccc3s2)C1	-2	.	8
COCCN(Cc1ccc(F)cc1)CC(O)COCc1ccco1 (stereo unspecified)	-4	-5	33
COCc1nc(C)nc(N2CCN(C(=O)C3CC3)CC2)c1Cc1c(F)cccc1Cl	-5	-5	19
CCN1C(=O)N(CC)C2NC(=O)NC21 (stereo unspecified)	-8	.	4
CC(C)Oc1ccc(CN2CCC2(C)C(=O)Nc2cnc3ccccc3c2)cc1 (stereo unspecified)	-9	.	7
CN(CCc1ccccn1)C(=O)c1nn2c(C(F)(F)F)cc(-c3ccco3)nc2c1Cl	0	1	1
CCC(O)CN(Cc1cccnc1)c1ccccc1 (stereo unspecified)	-4	.	-2

# Grouped by structure, the compounds so far containing a furan ring, fused or not.
compound	hcGAS lum	mcGAS inh	NPYLR7 ag
CC(=O)N1CCc2c(sc(NC(=O)c3ccco3)c2-c2nc3ccccc3s2)C1	-2	.	8
COCCN(Cc1ccc(F)cc1)CC(O)COCc1ccco1 (stereo unspecified)	-4	-5	33
CN(CCc1ccccn1)C(=O)c1nn2c(C(F)(F)F)cc(-c3ccco3)nc2c1Cl	0	1	1

# More structures follow.
compound	hcGAS lum	mcGAS inh	NPYLR7 ag
CNC(=O)NC(=O)C(C)SC(=S)N1CCCC1 (stereo unspecified)	-9	.	-6
COc1ccc(Oc2cc(NC(C)=O)ccc2OC)cc1	-5	.	0
CC(C)c1cc(CNCc2cn(-c3ccccc3)nc2-c2ccc3c(c2)OCO3)on1	-3	-7	12
Cc1nc(C(=O)N2CCc3nc[nH]c3C2)cs1	-12	.	4
O=C(NC1CCCCC1)C1CCCN(c2ncnc3sccc23)C1 (stereo unspecified)	-15	.	6
Cc1cc([N+](=O)[O-])nn1CC(=O)NCCCn1ccnc1	-3	-4	-10
O=C(c1cc(-c2cccs2)nn1-c1ccc(F)cc1)N1CCN(c2ccc([N+](=O)[O-])cc2)CC1	-9	-6	-5
Cc1cccc2c(=O)oc(-c3ccc(F)cc3)nc12	-4	-6	-2

compound	hcGAS lum	mcGAS inh	NPYLR7 ag
COc1ccc(OCC(=O)N2CCOC(COCc3cccc(C)c3)C2)cc1 (stereo unspecified)	-6	-7	-5
CCOCCCNCC(=O)N(Cc1ccc2c(c1)OCO2)Cc1sccc1C	-8	-6	-11
Cc1cc(O)c(CN(C)Cc2ccc3c(c2)OCCO3)cc1C(C)C	-7	.	3
Cn1c(SCC(=O)NCc2ccc(Cl)cc2)nc2c(-c3ccccc3)c[nH]c2c1=O	-5	-5	-3
C=CCN(CC(=O)N(CCc1ccc(OC)c(OC)c1)Cc1cccs1)C(=O)Nc1ccc(Br)cc1	4	-6	-1
CCCNC(=O)c1ccccc1SCc1cscn1	3	1	1
Cn1cc(CN2CCS(=O)(=O)C(C)(C)C2)cn1	-18	-16	3
C=Cc1ccc(Cn2c(C)c(C(=O)NCc3ccco3)sc2=O)cc1	-5	.	9

# Compound profiles, as listed above. Screens in order: hcGAS lum | mcGAS inh | NPYLR7 ag
# Listed for C=Cc1ccc(Cn2c(C)c(C(=O)NCc3ccco3)sc2=O)cc1 : -5 | . | 9
# Listed for COc1ccc(OCC(=O)N2CCOC(COCc3cccc(C)c3)C2)cc1 (stereo unspecified) : -6 | -7 | -5
# Listed for C=CCN(CC(=O)N(CCc1ccc(OC)c(OC)c1)Cc1cccs1)C(=O)Nc1ccc(Br)cc1 : 4 | -6 | -1
# Listed for CCOCCCNCC(=O)N(Cc1ccc2c(c1)OCO2)Cc1sccc1C : -8 | -6 | -11
# Listed for CCCNC(=O)c1ccccc1SCc1cscn1 : 3 | 1 | 1

# The results go on.
compound	hcGAS lum	mcGAS inh	NPYLR7 ag
CCOc1cccc2cc(C(=O)NCc3ccncc3)c(=O)oc12	-2	.	0
COc1ccc(OC)c(-c2cc(C(=O)Nc3ncc(C)s3)[nH]n2)c1	1	.	15
O=S(=O)(c1ccccc1C(F)(F)F)N1CCN(c2nccc(-c3cccc(C(F)(F)F)c3)n2)CC1	-9	-6	20
COC(=O)C1CCN(Cc2c(C(=O)N3CCCCCCC3)nc3sccn23)CC1	-1	.	4
Cc1ccc(-c2nc(CN3CCN(C(=O)N4CCCCC4)CC3)no2)cc1	-9	.	9
COc1ccccc1N1CCN(c2ccc(NC(=O)C3C[C@H]3c3ccccc3)cc2C(=O)NC(C)c2ccccc2)CC1 (stereo partly specified)	-3	-5	5
N#Cc1cccc(NS(=O)(=O)c2cc(Cl)c(Cl)c(C(=O)O)c2)c1	-7	.	-1
Cc1ccc(NS(=O)(=O)c2ccc(C(=O)O)cc2Cl)c(F)c1	-4	.	-1

compound	hcGAS lum	mcGAS inh	NPYLR7 ag
COc1ccccc1NC(=O)CN1C(=O)c2ccccc2C1=O	-3	-3	-8
CCc1nc(CN2CCCCC2c2ccc(F)cc2)no1 (stereo unspecified)	-2	.	-2
N#Cc1nc(N2CCCCC2)nc(N2CCCCC2)n1	-9	.	2
CC(=O)Nc1ccc(C(=O)N2CCCCC2c2cc(C(=O)NCc3cccnc3)no2)cc1 (stereo unspecified)	-3	-1	-4
CCOC(=O)C1CCN(C(=O)c2ccc(CSc3nc(C)cc(N4CCN(c5ccccc5Cl)CC4)n3)o2)CC1	-7	-3	5
Cc1cc(CNC2CCN(Cc3ccccn3)CC2)ccc1F	1	-2	-2
COc1ccc(NC(=O)Nc2nccn(-c3cccc(Cl)c3)c2=O)cc1OC	4	0	-2
CO[C@H]1CN(C(=O)c2cn3ccsc3n2)CC[C@H]1N	-9	-11	5

compound	hcGAS lum	mcGAS inh	NPYLR7 ag
COCCN(Cc1ccc(OC)c(OS(=O)(=O)c2ccc(F)cc2)c1)C(=O)c1ccc(Br)cc1	-13	-5	-10
Cc1nc2cc(C(F)(F)F)ccc2n1C1CCN(C(=O)C(C)Oc2ccccc2)CC1 (stereo unspecified)	-9	-6	.
CC(=O)NC(N1CCCC1=O)(C(F)(F)F)C(F)(F)F	-3	-4	.
Cc1ccc(/C=C2/SC(=S)N(CCC(=O)N3CCN(C)CC3)C2=O)cc1	1	-4	7
CCOC(=O)CN(C(=O)Cc1cccc(OC)c1)[C@@H]1C[C@@H]2CO[C@H](c3ccccc3)C[C@@H]2C1	-3	-9	24
Cc1nc2c(=O)n(CC(=O)NC3CCCC3)nc(-c3cccs3)c2s1	11	-4	12
COc1ccc(-c2nonc2NC(=O)c2ccccc2Br)cc1OC	-1	0	-2
O=C1c2cccc([N+](=O)[O-])c2C(=O)N1CN1CCOCC1	-4	-4	1

compound	hcGAS lum	mcGAS inh	NPYLR7 ag
CCOC(=O)c1[nH]c(C)c(C(=O)C(C)N(C(=O)CC(C)CC(C)(C)C)C(C)C)c1C (stereo unspecified)	-8	-5	-12
CC1CN(C(=O)c2ccc(CSc3ccc(Cl)cc3)cc2)CCO1 (stereo unspecified)	-1	.	-4
CC(C)(C)C(=O)Nc1nnc(SCc2cc(F)ccc2F)s1	2	-1	12
CC(NC(=O)c1cc(-c2ccccc2O)n[nH]1)c1cn2ccsc2n1 (stereo unspecified)	-14	.	-4
CC(C)(C)C(=O)N1CCc2ccc(NC(=O)C3(c4ccccc4)CCOCC3)cc21	-6	-6	1
CCOC(=O)N1CCC(Nc2nc(N3CCOCC3)nc(N3CCOCC3)n2)CC1	-13	-5	.
CCC1=NOC(CNc2cc(C(C)C)nc(C)n2)C1 (stereo unspecified)	-5	-9	-2
COc1cccc(-c2ccc(NC(=O)C3CCCN(Cc4nccn4C)C3)cc2)c1 (stereo unspecified)	-3	.	5

compound	hcGAS lum	mcGAS inh	NPYLR7 ag
CCOC(=O)C1(C/C=C/c2ccccc2)CCCN(C(=O)CCc2scnc2C)C1 (stereo unspecified)	-5	.	19
CCCOc1ccc(C(=O)NCc2ccc(NC(=O)NC(C)C)cc2)cc1	-5	-2	-6
CC(C)Cc1nc(-c2cccc(CN3CCN(C(=O)C4(C(N)=O)CC4)CC3)c2)no1	-8	-10	5
NC(=O)c1ncn(C2OC(CO)C(O)C2O)n1 (stereo unspecified)	-3	.	-2
CNCCNC(=O)c1ccccc1Cc1ccc(Cl)cc1	-2	-18	13
CC1(C)CC(=O)C2=C(C1)OC(=N)C(C#N)C21CCCCC1 (stereo unspecified)	-7&-6	-7	2&-14
O=C1/C(=C\c2cccnc2)CSc2ccc(Br)cc21	-5	.	2
Cc1ccccc1Cn1c(C(=O)N2CCN(Cc3ccc4c(c3)OCO4)CC2)cc2ccoc21	-5	-6	6

compound	hcGAS lum	mcGAS inh	NPYLR7 ag
Cc1nnc2ccc(-c3cccc(NS(=O)(=O)c4cccs4)c3)nn12	-4	-7	-14
Cc1cc(C)n(CC2(CNC(=O)c3occc3C)CC2)n1	3	3	-11
Cc1cnc2c(S(=O)(=O)NC(C)CN(C)c3ccccc3)cccc2c1 (stereo unspecified)	-6	-9	-1
CCOc1nc(-c2cccc(C(F)(F)F)c2)n(-c2ccc(NC(=O)c3cccc(Br)c3)cc2)n1	-11	-6	12
Cc1cc(C)n(-c2nc(C)c(C)c(=O)n2CC(=O)NC(C)C)n1	-7	-8	-1
O=C1CC(c2cccnc2)c2cnn(CC3CC3)c2N1 (stereo unspecified)	-4	.	22
OC1(c2cccs2)CN(c2ccccc2)C2=[N+]1CCCC2 (stereo unspecified)	-7	-9	-5
CCCC(O)CNC(c1nc(-c2cccc([N+](=O)[O-])c2)no1)C(C)C (stereo unspecified)	1	-2	2

compound	hcGAS lum	mcGAS inh	NPYLR7 ag
CCOC(C)c1nc(CN2CCc3cc(Br)ccc32)cs1 (stereo unspecified)	-6	.	6
C=CCN(CC=C)C(=O)c1ccc(-n2nc(C(=O)OCC)cc2C2CC2)cc1	-2	-5	-4
Cc1ccc(C)c(NC(=O)CC2Cn3ncc(-c4ccccc4)c3NC2=O)c1 (stereo unspecified)	-4	.	-12
Cc1cc(C2=CSC3=NS(=O)(=O)CCN23)c(C)n1CCC(C)C	3	.	-1
COc1ccc(NC2=CC(=O)N(CCO)C2=O)cc1	-2	.	3
COCCNC(=O)c1ccc(NC(C)c2ccccn2)nc1 (stereo unspecified)	-5	-13	2
Cc1nc(CCNC(=O)c2ccc3nc(C4CCCCC4)oc3c2)nc2c1CCC2	5	.	-4
CN(C(=O)Cn1nnnc1N)C1Cc2ccccc2C1	-6	-11	.

compound	hcGAS lum	mcGAS inh	NPYLR7 ag
COc1ccc(CNc2ccc3ncc(-c4ccc(C(=O)O)cc4)n3n2)cc1	-1	-3	-4
CC(C)(C)CC(C)(C)Nc1c(-c2cccc(F)c2)nc2ccc(Cl)cn12	3	-2	2
COc1cccc(Oc2c(CN(CC(C)C)CC(O)COc3ccccc3C)c(-c3ccccc3)nn2C)c1 (stereo unspecified)	-4	-6	7
CCCNC(=O)NS(=O)(=O)c1ccc(Cl)cc1	-2&-6&-2&-1	-3	-7&-4&-8&3
